Compound activity as filed in PubChem BioAssay.
GLS inh: qHTS for Inhibitors of Glutaminase (GLS); 0.21% of 410,000 active; GLS enzymatic activity, qHTS titration; Glutaminase kidney isoform, mitochondrial (Homo sapiens), O94925; Potency, µM (titrated, usually from 45.5 µM), inactives show at the highest dose activity change, negative = inhibition, hits mostly inhibitors; AID 624170, 2012; further: potency means the concentration at half of the fitted maximal effect; on the % scale 0 is the no-effect control and ±100 the full control effect
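Coupled fluorescence readout: glutamate oxidase/HRP/Amplex Red detect glutamate formed by hKGA from L-glutamine (1 mM solution added). Buffer 45 mM KH2PO4 pH 8.2, 0.02% Tween-20; reads at t0 and 30 min RT.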
Tb PGK inh: qHTS Assay to Find Inhibitors of Phosphoglycerate Kinase; Phosphoglycerate kinase, glycosomal (Trypanosoma brucei brucei), P07378; PGK/GAPDH coupled, Kinase-Glo luminescence, 60 min; Potency, µM (top dose mostly 57.5 µM), inactives show at the highest dose activity change, negative = inhibition, usual class: inhibitors; 0.043% of 380,000 active; further: potency means the concentration at half of the fitted maximal effect; on the % scale 0 is the no-effect control and ±100 the full control effect; nearly all actives have a fitted effect of over 60% in size
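Recombinant glycosomal PGK reaction used 1,3-bisphosphoglycerate generated in-well by GAPDH (100nM final) in 100mM TEA pH 7.6, 5mM MgCl2, 0.01% Tween-20. After 60 minutes at room temperature, ATP was read by Kinase-Glo Plus luminescence end-point.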
Pin1 inh: qHTS Assay to Find Inhibitors of Pin1 | Peptidyl-prolyl cis-trans isomerase NIMA-interacting 1 (Homo sapiens), Q13526 | Pin1 FP peptide displacement, HiFluor488, 10 min | Potency, µM (top dose mostly 115 µM), inactives show at the highest dose activity, negative = inhibition, most hits filed as inhibitors | 0.009% of 390,000 active | AID 504891, 2011; active means well fitted inhibition curve with a large enough effect in the polarisation, with a control signal flat, not every such curve was filed as active; inconclusive means small, poorly fitted or top-dose-only effect, or effect the other way, or a change in a side signal; inactive means no such curve, though single readings can be large or run the other way; the % refers to the polarisation; further: potency means the concentration at half of the fitted maximal effect; on the % scale 0 is the no-effect control and ±100 the full control effect
TrxR1 substrate: qHTS Assay for Substrates of Mammalian Selenoprotein Thioredoxin Reductase 1 (TrxR1): qHTS; purified TrxR1 substrate turnover, NADPH consumption readout; Thioredoxin reductase 1, cytoplasmic (Rattus norvegicus), O89049; 0.01% of 390,000 active; Potency, µM (titrated, usually from 114 µM), inactives show at the top dose activity change, negative = substrate turnover; further: potency means the concentration at half of the fitted maximal effect; on the % scale 0 is the no-effect control and ±100 the full control effect; nearly all actives have a fitted effect of over 50% in size
Target sequence (O89049 whole entry, looked up): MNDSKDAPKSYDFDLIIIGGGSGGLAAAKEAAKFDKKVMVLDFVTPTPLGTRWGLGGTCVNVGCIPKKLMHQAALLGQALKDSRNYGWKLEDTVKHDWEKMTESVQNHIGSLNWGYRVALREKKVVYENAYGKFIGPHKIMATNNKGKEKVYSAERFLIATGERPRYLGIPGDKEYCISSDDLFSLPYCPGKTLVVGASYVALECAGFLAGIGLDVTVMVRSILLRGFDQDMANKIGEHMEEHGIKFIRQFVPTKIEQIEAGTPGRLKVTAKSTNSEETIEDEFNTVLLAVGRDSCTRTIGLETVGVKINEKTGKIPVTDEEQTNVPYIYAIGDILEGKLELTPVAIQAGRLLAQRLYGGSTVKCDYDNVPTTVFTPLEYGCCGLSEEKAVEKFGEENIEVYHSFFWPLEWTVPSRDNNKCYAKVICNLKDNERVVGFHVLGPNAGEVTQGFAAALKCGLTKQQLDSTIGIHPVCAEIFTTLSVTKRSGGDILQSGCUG
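Rat TrxR1, dispensed at 90 nM, was prereduced with 400 uM NADPH (final) for 5 min at ~22 deg C, then incubated with compound 15 min before 400 uM selenite. A first-read NADPH fluorescence drop versus no-compound background flagged substrates.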
USP1 inh: Inhibitors of USP1/UAF1: Primary Screen | Ubiquitin carboxyl-terminal hydrolase 1 (Homo sapiens), O94782 | recombinant USP1/UAF1, Ub-Rhodamine cleavage fluorescence | Potency, µM (top dose mostly 57.1 µM), for the others: at the top dose activity change, negative = inhibition, usual class: inhibitors | 0.23% of 390,000 active | AID 743255, 2014; further: potency means the concentration at half of the fitted maximal effect; on the % scale 0 is the no-effect control and ±100 the full control effect; nearly all actives have a fitted effect of over 60% in size; inactives centre near -12
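1 nM enzyme complex + cpd, 15 min RT; start with Ub-Rho 150nM final; kinetic fluorescence ex 480/em 540, 6 reads q60 s. Buffer 50mM HEPES pH 7.8, 0.5mM EDTA, 0.1 mg/ml BSA, 1mM TCEP, 0.01% Tween-20.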
PI4K2A block: qHTS for small molecular inhibitors of PI4K2A; purified PI4K2A, ADP-Glo luminescence, 1 h; hits give low values; 0.13% of 420,000 active; activity change, negative = inhibition, % at 76.9 µM; AID 1346378, 2018; Phosphatidylinositol 4-kinase type 2-alpha (Homo sapiens), Q9BTU6; in the data active means activity change below about -50%; inconclusive means mostly about -30% to -49%;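 further: -100% = wells without enzyme as full effect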
Target sequence (Q9BTU6 whole entry, looked up): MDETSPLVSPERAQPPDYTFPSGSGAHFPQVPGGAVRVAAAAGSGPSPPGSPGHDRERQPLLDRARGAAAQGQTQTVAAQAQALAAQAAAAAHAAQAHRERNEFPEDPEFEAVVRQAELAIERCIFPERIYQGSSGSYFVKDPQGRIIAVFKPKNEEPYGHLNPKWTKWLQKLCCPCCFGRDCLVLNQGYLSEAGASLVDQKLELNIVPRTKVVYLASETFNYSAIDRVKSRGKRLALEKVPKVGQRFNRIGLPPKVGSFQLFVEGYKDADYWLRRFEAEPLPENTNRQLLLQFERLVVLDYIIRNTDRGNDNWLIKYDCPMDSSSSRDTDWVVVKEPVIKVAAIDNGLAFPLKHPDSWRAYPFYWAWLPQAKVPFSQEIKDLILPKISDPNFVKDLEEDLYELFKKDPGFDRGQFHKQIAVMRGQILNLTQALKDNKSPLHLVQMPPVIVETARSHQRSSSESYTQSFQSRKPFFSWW
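ADP-Glo luminescence measured ADP generated by PI4K2A enzyme (4 ug/mL before mixing) with 1.2 mM PI substrate (pre-mix) and 300 microM ATP (pre-mix). Tris pH7.5 buffer with MgCl2, Triton X-100; 1 h reaction at ambient temperature.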
TrxR1 inh: qHTS Assay for Inhibitors of Mammalian Selenoprotein Thioredoxin Reductase 1 (TrxR1): qHTS; recombinant rTrxR1, NADPH fluorescence consumption, selenite substrate; Potency, µM (series often up to 114 µM), inactives show at the top dose activity change, negative = inhibition, hits mostly inhibitors; 1% of 390,000 active; further: potency means the concentration at half of the fitted maximal effect; on the % scale 0 is the no-effect control and ±100 the full control effect; nearly all actives have a fitted effect of over 65% in size
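Rat TrxR1 (90 nM in the dispensed reagent) was pre-reduced with 400 uM NADPH for 5 min at room temperature, then incubated with compound for 15 min. After 400 uM selenite was added, NADPH fluorescence (Ex 340/Em 450 nm) was followed for 8 min.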
HP1b chromo inh: HTS for Inhibitors of HP1-beta Chromodomain Interactions with Methylated Histone Tails. AID 540317, 2011. Potency, µM (highest dose often 114 µM), for the others: top-dose activity change, negative = inhibition, usual class: inhibitors. AlphaScreen HP1-beta / biotin-H3K9me3 peptide binding. Chromobox protein homolog 1 (Homo sapiens), P83916. 0.56% of 390,000 active; further: potency means the concentration at half of the fitted maximal effect; nearly all actives have a fitted effect of over 70% in size; inactives centre near 23
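Compound inhibition of the preformed complex between 50 nM HP1-beta and 50 nM biotinylated H3K9me3 peptide was read by AlphaScreen. Buffer was PBS pH 7.4 with 0.01% Tween-20. Incubations ran 30 min at room temperature, with 10 ug/mL donor/acceptor beads.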
mIDH1 inhibitor: qHTS for Inhibitors of mutant isocitrate dehydrogenase 1 (IDH1): qHTS. IDH1-R132H enzyme, NADPH consumption, diaphorase/resazurin fluorescence. Potency, µM (top dose mostly 76.6 µM), for the others: at the top dose activity change, negative = inhibition, usual class: inhibitors. 0.093% of 390,000 active; further: potency means the concentration at half of the fitted maximal effect; on the % scale 0 is the no-effect control and ±100 the full control effect; nearly all actives have a fitted effect of over 65% in size
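IDH1-R132H (0.5 ug/mL) preincubated 30 min with compound, then NADPH (0.016 mM) and alpha-KG (2 mM) added; 80 min at RT, pH 7.5. Remaining NADPH coupled via diaphorase/resazurin to fluorescence (540/590 nm); concentration-response curves normalized to no-enzyme control.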
The depositor's hits bear a star; i = inactive; ? = inconclusive; / = not tested or not shown; [ ] = remark or other dose. Unless noted, the call rests on the fitted dose curve; in most records, active means well fitted curve in the direction sought with a large enough effect; inconclusive means small, poorly fitted or top-dose-only effect, or another doubt; inactive means no such curve, though single readings can be large; an effect the other way counts as inactive or inconclusive. A portion of the library (hit frequency here may not be typical).

SMILES | GLS inh | Tb PGK inh | Pin1 inh | TrxR1 substrate | USP1 inh | PI4K2A block | TrxR1 inh | HP1b chromo inh | mIDH1 inhibitor
O=C(CCN1CCc2ccccc2C1)Nc1cccc(F)c1 | 15.1% | -9.9% | -3.6% | -4.2% | -19.1% | 8.0 | -3.3% | 33.9%[activator] | 7.2%
CCOC(=O)CCC(NC(=O)c1ccc(CNc2nc3cc(C(F)(F)F)ccc3nc2C(=O)OCC)cc1)C(=O)OCC (centres undefined) | 4.6% | i | ? | -13.2% | 5.1% | -2.1 | -16.7% | 7.2% | 6.7%
O=S(=O)(c1ccccc1Cl)N1CCC(Cc2ccccc2)CC1 | -0.4% | -4.8% | 1.1% | -0.8% | -18.3% | 4.0 | 23.1% | 83.6%[activator] | -1.3%
Cc1cc(NC(=O)c2sc(Nc3ccc(F)c(Cl)c3)nc2N)no1 | 4.9% | i | -0.8% | 5.0%[57.1 µM] | -19.8% | 1.4 | 16.6%[57.1 µM] | 17.7% | -1.3%
CC1CCN(C(=O)c2ccc(CNc3c(N4CCCC4)c(=O)c3=O)cc2)CC1 | 1.7% | -4.8% | -1.4% | -10.2% | -2.8% | -2.5 | 0.8% | -16.1% | 14.9%
CCOc1ccc(NC(=O)Cn2nnc(C(=O)NCCc3ccccc3)c2N)cc1 | -2.9% | -4.4% | 52.6%[activator] | -6.5% | -29.9% | -6.1 | -7.7% | 52.5%[activator] | 7.3%
O=C(/C=C/c1ccccc1Cl)c1ccc(O)cc1 | -29.3% | -7.0% | 6.7% | 10.1%[57.1 µM] | -22.5% | -4.8 | 14.3%[57.1 µM] | -37.5% | 2.9%
Cc1cc(NC(=O)COC(=O)C2CCC(=O)N2)c([N+](=O)[O-])cc1C (centres undefined) | -6.8% | i | 0.9% | -6.7% | -11.4% | -3.2 | 6.9% | 26.9% | -10.4%
O=C(CSCCO)Nc1ccc(C2CCCCC2)cc1 | 10.7% | -5.2% | 0.6% | 1.5% | -11.1% | 0.3 | 12.3% | 22.9% | 5.7%
O=C(CC1SC(N2CCCCC2)=NC1=O)Nc1cccc(C(=O)Nc2ncccc2O)c1 (centres undefined) | 28.1% | -0.7% | 5.2% | -4.3% | -21.2% | -2.5 | -2.2% | 14.5% | -10.6%
Cc1ccc(S(=O)(=O)N(CC(=O)N2CCCCCC2)c2ccccc2F)cc1 | -0.6% | i | -4.1% | 2.9% | -21.2% | 6.9 | 23.9% | 42.8%[activator] | -0.1%
COC(=O)c1cccc(NC(=O)CC2NCCNC2=O)c1 (centres undefined) | -11.5% | -0.9% | 0.1% | 4.0% | -16.0% | 4.3 | 32.5% | 45.5%[activator] | -1.4%
CC(C)c1ccc(C(=O)Nc2nnc(S(=O)(=O)N3CCOCC3)s2)cc1 | -2.7% | -9.1% | -11.4% | -3.0% | -18.6% | -1.8 | 15.1% | 46.2%[activator] | -10.1%
O=C(Cc1ccc(Cl)cc1)Nc1ccc2oc(-c3ccc(F)cc3)nc2c1 | 2.4% | 6.3% | 0.6% | 12.5% | -1.4% | 0.8 | 22.0% | 11.6% | -6.9%
NC1=NC(=Nc2ccccc2)c2ccccc21 | 9.1% | 1.6% | -1.3% | 0.4% | -12.6% | -3.3 | 2.5% | 112.5%[activator] | 9.1%
NS(=O)(=O)c1ccc(CCNC(=O)c2ccc3ccccc3n2)cc1 | -2.1% | -6.6% | -3.1% | 13.1%[57.1 µM] | -19.9% | 7.4 | 15.8%[57.1 µM] | 15.1% | 1.0%
CCN(c1ccc2c(c1)OCO2)S(=O)(=O)c1cc(Br)cc2c1N(C(=O)C1CC1)CC2 | -2.5% | -3.9% | -2.1% | -9.3% | -25.7% | -3.4 | -26.9% | 4.1% | 7.2%
CCCCOc1ccc(CON(C(C)=O)C(C)=O)cc1Cl | -9.3% | -4.9% | 0.0% | -7.9% | -18.6% | 3.2 | 6.4% | 39.1% | 5.9%
C=C(C)C(=O)OCC(O)COc1ccc(C(C)(C)c2ccc(OCC(O)COC(=O)C(=C)C)cc2)cc1 (centres undefined) | -4.3% | -3.2% | 6.3% | 3.9% | -26.1% | 1.3 | 14.4% | 21.9% | -21.8%
CCCCN(CCCC)CCNC(=O)Cn1nc(C)n2c(cc3sccc32)c1=O | -0.7% | -7.0% | 4.9% | -0.6% | -13.1% | 3.1 | 17.2% | 8.9% | 7.9%
c1ccc(-c2ccc(-c3nc(-c4ccncc4)no3)cc2)cc1 | 4.3% | -11.8% | -4.8% | 2.7% | -5.2% | -14.2 | 14.8% | 28.7% | -2.2%
O=[N+]([O-])c1ccc(NS(=O)(=O)N2CCOCC2)cc1 | 11.3% | -0.8% | 0.1% | -9.4% | -12.3% | 0.4 | -14.9% | 34.1% | 0.9%
COc1ccc(NC(=O)C2CSC(C)(C)N2C=O)cc1 (centres undefined) | 3.8% | / | 6.3% | 1.9% | -12.7% | -4.1 | 15.9% | 57.2%[activator] | 0.8%
O=[N+]([O-])c1cccc(OCC(O)CN2CCN(S(=O)(=O)c3cc(Cl)ccc3Cl)CC2)c1 (centres undefined) | -0.3% | 1.1% | -1.0% | 1.2% | ? | 5.4 | 11.8% | -34.5% | -4.7%
Oc1ccccc1C=NN=CC=Cc1ccccc1 | -10.3% | -12.2% | -7.9% | -2.3%[11.4 µM] | -13.5% | 0.5 | -1.0%[11.4 µM] | 33.4% | 6.1%
CCC(CO)Oc1cc(NC(=O)c2ccccc2Cl)c2ncn(C(C)C)c2c1 (centres undefined) | 11.6% | 8.7% | 4.1% | -4.0% | 11.2% | -3.4 | -12.6% | 5.3% | -3.5%
CCOC(=O)c1cccc(NC(=O)Nc2ccc3c(c2)C(=O)OC3)c1 | 2.6% | 1.6% | 30.9%[activator] | -2.6%[11.4 µM] | 6.0% | 6.3 | -0.7%[11.4 µM] | 11.7% | 12.2%
O=C(COc1ccc(Cl)cc1)NCC(c1ccco1)S(=O)(=O)c1ccc(F)cc1 (centres undefined) | 6.4% | -9.0% | -8.4% | 4.2%[57.1 µM] | ? | -4.0 | 5.6%[57.1 µM] | 8.9% | 3.4%
COc1ccc(C(=O)/C=C/c2ccc(N3CCCCC3)c([N+](=O)[O-])c2)cc1 | -1.7% | -5.7% | -5.0% | -6.2% | -19.5% | 9.0 | 6.4% | 25.1µM* | -6.5%
CCCCNC(=O)c1c(CSc2ccc(Cl)cc2)noc1C(=O)NCc1ccccc1 | -3.5% | -10.2% | -7.0% | -6.6% | -4.2% | 6.6 | 24.7% | 49.9%[activator] | 0.3%
CC(=O)c1cccc(NS(=O)(=O)c2cc(-c3onc(C)c3C)ccc2C)c1 | 0.2% | -0.5% | 6.2% | 3.4%[57.1 µM] | -5.8% | -2.5 | 10.3%[57.1 µM] | 34.4% | -24.3%
CCN(CC)C(=O)CSc1nc(N)c2c3c(sc2n1)CC(C)CC3 (centres undefined) | 8.4% | 6.3% | -6.2% | 2.1% | -17.8% | -2.7 | -19.9% | -1.5% | 2.9%
CCN(CC)C(=O)c1ccc(S(=O)(=O)NCc2cccnc2)cc1 | 4.1% | / | -7.7% | 12.9% | -4.7% | -0.4 | 16.9% | 13.0% | 3.2%
N#Cc1ccccc1COC(=O)c1cccnc1N | -16.5% | -1.8% | -2.3% | 43.6%[activator][57.1 µM] | -17.4% | -5.7 | 23.9%[57.1 µM] | 31.2% | 10.8%
CCOCCCNc1nc2c(C)cccn2c(=O)c1/C=C1\SC(=S)N(C(C)CC)C1=O (centres undefined) | 5.6% | 11.1% | ? | -3.5%[57.1 µM] | -82.4% | -0.9 | 11.2%[57.1 µM] | -11.9% | 5.1%
COCCN(C(=O)COC(=O)C1CCCCC1)c1c(N)n(Cc2ccccc2)c(=O)[nH]c1=O | 10.7% | -6.2% | / | / | 0.7% | -7.9 | / | / | 2.1%

Records above shown as hits in HP1b chromo inh:
| molecule | GLS inh | Tb PGK inh | Pin1 inh | TrxR1 substrate | USP1 inh | PI4K2A block | TrxR1 inh | HP1b chromo inh |
| --- | --- | --- | --- | --- | --- | --- | --- | --- |
| COc1ccc(C(=O)/C=C/c2ccc(N3CCCCC3)c([N+](=O)[O-])c2)cc1 | -1.7% | -5.7% | -5.0% | -6.2% | -19.5% | 9.0 | 6.4% | 25.1µM* |
